# NCI-60 one-dose screen, 48 h, at 10 µM unless noted. Numbers give growth in % (100 = growth as untreated, 0 = no growth, -100 = all killed).
# A549/ATCC: A549/ATCC NSCLC; hit rate 3.7% among 81,000
# UACC-257: UACC-257 melanoma; AID 1794764; hit rate 4.4% among 78,000
# M14: M14 melanoma; hit rate 6.2% among 80,000; AID 1794745
# SK-MEL-5: SK-MEL-5 melanoma; hit rate 6.4% among 80,000
# UACC-62: UACC-62 melanoma | hit rate 5.4% among 81,000 | AID 1794756
# MDA-MB-435: MDA-MB-435 melanoma; hit rate 7.8% among 82,000
# SK-MEL-28: SK-MEL-28 melanoma; hit rate 4.1% among 81,000; AID 1794761
# SK-MEL-2: SK-MEL-2 melanoma; hit rate 4.7% among 77,000; AID 1794763
# An asterisk follows results filed as active; nt = not tested or not shown. Rule for the calls: active = growth percent below 10; inactive = the rest.
1: CCCCCCCCCCCCCCCCOc1ccc(C(=O)CC(=O)OC)cc1
2: CC(C)C[C@H]1N[C@]2(C(=O)Nc3ccccc32)[C@@H](c2ccc(F)cc2)[C@@H]1C(=O)c1ccc(O)cc1
3: Fc1ccc2cc(Cc3nnc(Sc4cccnc4)n3CCCc3cnc[nH]3)[nH]c2c1
4: O=C1CC2C=CCN2C=C1NC(=O)c1cccs1 (stereo not given)
5: COc1cccc(C(=O)Nc2ccc(-c3cc(=O)c4c(O)c(OC)c(OC)cc4o3)cc2)c1
6: CC(O)COc1ccc(C(C)(C)C)cc1 (stereo not given)
7: CCN(CC)CCCNCCN(CC)CC
8: C=CC1=C(C)/C(=C\c2[nH]c(Cc3[nH]c(/C=C4\NC(=O)C(C)=C4C=C)c(C)c3CCC(=O)O)c(CCC(=O)O)c2C)NC1=O
9: O=C(NN1C(=O)/C(=C/C=C/c2ccc([N+](=O)[O-])o2)SC1=S)c1ccccc1O
10: CCCn1cc(/C=N\N=C2\C(=O)Nc3ccc(C)cc32)c2ccccc21

assay / compound	1	2	3	4	5	6	7	8	9	10
A549/ATCC	98.4	74.4	101.4	83.7	91.6	98.5	94.0	76.7	-58.2*	63.9
UACC-257	98.5	100.6	99.7	93.9	104.1	96.2	nt	nt	-85.0*	58.8
M14	100.9	nt	98.8	101.1	108.7	107.2	112.4	95.5	-81.3*	56.3
SK-MEL-5	102.2	86.4	102.3	101.0	92.1	106.0	98.9	87.2	-100.0*	49.1
UACC-62	106.8	65.9	83.4	105.5	96.1	96.4	99.2	85.2	-93.7*	40.4
MDA-MB-435	101.6	102.7	108.3	105.2	98.7	111.5	106.6	105.8	-89.7*	-26.6*
SK-MEL-28	108.5	99.4	128.9	105.2	102.8	100.3	102.6	95.0	-94.6*	59.4
SK-MEL-2	95.0	104.8	89.7	119.0	112.6	87.3	nt	104.6	-86.9*	35.1

11: COc1cc(C)cc2c1OC(c1ccccc1)CC2=O (stereo not given)
12: O=C(N/N=C/c1ccc([N+](=O)[O-])cc1)c1ccccc1Nc1ccnc(C(F)(F)F)c1
13: Cc1cc(C)cc(N=Nc2cc(Br)cc(Br)c2)c1
14: CC1=CN2C(=NC3=C(CCCC/C3=C\c3ccc(Cl)cc3)C2c2ccc(Cl)cc2)S1 (stereo not given)
15: COc1ccc(OC)c(NC(=O)CCCCCCNC(=O)C(O)(O)C(F)(F)F)c1
16: O=C1N=C(Oc2ccccc2)SC1=O
17: O=C(NCc1cn(Cc2cccc(Oc3ccccc3)c2)nn1)c1cccnc1Nc1ccccc1
18: O=S(=O)(Nc1ccc(S(=O)(=O)N2CCOCC2)cc1)c1ncsc1-c1ccccc1
19: O=C(C[N+]12CN3CN(CN(C3)C1)C2)c1ccc2ccccc2c1
20: COC(=O)CCC/C=C\C[C@H]1C=CC(=O)/C1=C/C[C@@H](O)CCc1cccc(C(F)(F)F)c1

assay / compound	11	12	13	14	15	16	17	18	19	20
A549/ATCC	103.7	82.0	93.5	97.3	47.7	105.3	50.6	101.6	94.1	-24.2*
UACC-257	97.8	79.4	100.5	103.7	41.2	106.7	77.0	102.2	90.9	-6.5*
M14	99.0	100.9	109.4	110.0	46.8	111.1	33.6	102.7	94.7	-32.4*
SK-MEL-5	94.9	-99.0*	101.9	95.7	16.6	97.4	40.8	101.3	107.9	-83.3*
UACC-62	82.1	57.6	97.2	102.2	13.0	100.5	53.5	96.3	93.9	-60.0*
MDA-MB-435	90.2	90.2	103.3	109.8	30.1	97.2	-8.7*	99.5	94.9	-82.2*
SK-MEL-28	112.0	104.1	107.2	105.8	35.6	117.2	47.8	102.6	109.2	-45.9*
SK-MEL-2	97.2	58.5	122.2	96.0	10.6	105.0	55.1	nt	94.3	-5.5*

21: Cc1ccc(C(C)C)cc1OCO
22: CCOC(=O)c1c(C)nc2c(c1N)/C(=C/c1cccs1)C(=O)N2Cc1ccc(C(F)(F)F)cc1
23: CCN1CCN(C(C(=O)NCc2ccccc2)c2ccc(Cl)cc2)C(=O)c2ccccc2C1=O (stereo not given)
24: CC1(C)N=C(N)N=C(N)N1c1cccc(CCCCc2ccccc2)c1
25: O=C(Nc1ccccc1[N+](=O)[O-])c1ccc(Cl)c(Cl)c1
26: Cc1ccc(C(=O)CSc2nnc(-c3ccc(-c4ccc(Cl)cc4)nc3C)o2)cc1
27: CC(=O)n1nc(-c2ccc(Br)cc2)cc1-c1ccccn1
28: CCN1CCN(CC(=O)Nc2nc3ccc(N)cc3s2)CC1
29: C=CCOC(=O)Oc1c(Cl)c(Cl)c(OC(=O)OCC=C)c(Cl)c1Cl
30: Cc1ccc(NC(=O)CCS)cc1

assay / compound	21	22	23	24	25	26	27	28	29	30
A549/ATCC	95.1	100.9	84.2	-7.0*	104.5	106.4	97.8	104.5	92.2	99.7
UACC-257	105.1	105.9	95.7	-34.8*	90.8	118.3	98.9	110.3	102.1	97.2
M14	106.4	68.2	100.7	7.0*	101.3	98.2	103.6	99.9	96.9	95.7
SK-MEL-5	116.1	67.6	95.7	-96.7*	84.2	95.0	98.6	102.2	93.0	113.3
UACC-62	111.0	65.2	86.7	-9.1*	87.2	84.8	108.4	102.6	99.2	94.4
MDA-MB-435	103.9	28.4	106.4	-0.2*	101.8	103.2	93.9	105.2	98.4	116.2
SK-MEL-28	111.3	81.2	114.0	42.6	105.3	99.9	121.3	119.5	108.6	105.4
SK-MEL-2	112.7	55.9	99.7	7.3*	95.6	112.4	127.2	112.4	107.4	124.5

31: CCCCC(CC)(CO)CCC (stereo not given)
32: CC(C)(C)CC(C)(C)Nc1c(-c2cccc(C#N)c2)nc2cnccn12
33: CCOC(=O)c1c2c(c(C)n1Cc1ccccc1)-c1nn(C)cc1CC2
34: Cc1ccc(S(=O)(=O)Nc2cc(Sc3ccccc3)c(O)c3ccccc23)cc1
35: CNC(=O)CCN1CCN(CC/C=C2\c3ccccc3Sc3ccc(Cl)cc32)CC1
36: O=C1CC(c2cccc(Cl)c2)c2cnn(Cc3ccc4c(c3)OCO4)c2N1 (stereo not given)
37: COc1ccc(C2NC3=C(CCCC3)C(C#N)(C#N)C2(C#N)C#N)cc1 (stereo not given)
38: CC1CCC(Nc2ccncc2CO)CC1 (stereo not given)
39: Cc1ccc(S(=O)(=O)NC(=S)S)cc1
40: Cc1cccc(F)c1C

assay / compound	31	32	33	34	35	36	37	38	39	40
A549/ATCC	96.3	81.9	91.1	90.3	-27.4*	59.6	106.4	102.5	102.5	99.6
UACC-257	95.7	97.5	106.6	62.8	-30.9*	nt	nt	100.9	84.8	99.8
M14	115.6	104.0	nt	106.6	81.3	95.4	90.7	99.2	76.0	104.4
SK-MEL-5	102.4	91.5	83.1	41.8	79.6	53.5	100.6	101.6	99.7	103.2
UACC-62	103.9	66.5	70.9	42.9	60.4	70.5	75.4	97.8	91.5	101.2
MDA-MB-435	95.9	98.3	121.2	-95.4*	72.3	96.9	102.7	106.0	95.8	104.4
SK-MEL-28	103.4	117.0	127.1	84.8	-51.5*	112.1	106.4	103.8	108.5	107.9
SK-MEL-2	114.6	103.2	96.5	81.8	28.5	79.6	98.8	95.6	113.5	122.5

41: Cc1ccc2[nH]c(=O)cc(-n3nc(C)c(C#N)c3N)c2c1
42: COC(=O)[C@H]1CCCN1C(=O)[C@H]1CCCN1C(=O)[C@@H](Cc1c[nH]c2ccccc12)NC(=S)Nc1cc(C(F)(F)F)cc(C(F)(F)F)c1
43: COc1ccc(/C=N/C2=C(C#N)C(c3ccc(Cl)cc3)c3ccc4ccccc4c3O2)cc1 (stereo not given)
44: CC(C)c1nn(-c2ccccc2)c(N2CCCCC2)c1/C=N/NC(N)=S
45: NN(Cc1ccccc1)c1ccccc1
46: CC1(O)COCCCCOc2c(CN)cccc2NC(=O)c2nc(cnc2N)-c2ccc(cc2)S(=O)(=O)C(C)(C)C1 (stereo not given)
47: Cc1nc2sc(C(=O)Nc3ccc(Cl)cc3)c(N)c2cc1C(=O)c1ccccc1
48: COc1ccc(F)cc1-c1cnc2nonc2n1
49: O=S(=O)(NCCNc1nccc(-c2c(-c3cccc(F)c3)nc3occn23)n1)c1ccc(C(F)(F)F)cc1
50: Nc1nc(N)nc(Cc2nc3ccccc3s2)n1

assay / compound	41	42	43	44	45	46	47	48	49	50
A549/ATCC	108.1	31.0	102.8	79.2	96.6	-52.8*	85.8	97.4	70.0	100.2
UACC-257	118.2	75.4	100.9	106.3	106.7	-66.4*	94.5	93.5	103.5	121.8
M14	104.5	44.4	102.2	112.7	101.4	-76.7*	103.7	106.0	95.4	103.4
SK-MEL-5	nt	nt	90.0	87.5	83.4	-94.9*	103.3	103.9	92.0	97.6
UACC-62	98.3	58.7	85.6	92.5	84.5	-90.8*	91.0	91.6	76.2	85.5
MDA-MB-435	103.6	31.6	101.0	97.5	102.7	-93.4*	100.0	107.2	76.3	108.1
SK-MEL-28	113.8	53.0	113.6	108.7	125.5	-87.8*	103.9	117.7	78.7	93.7
SK-MEL-2	97.0	93.2	96.3	104.2	117.7	-32.6*	105.4	101.3	92.2	99.7

51: COc1ccc(-c2c(NC(=O)Nc3ccc(Br)cc3)cnn2-c2ccc(S(N)(=O)=O)cc2)cc1
52: COc1ccc(-c2nc(SCC(C)C)nc(Nc3ccc(C(C)=O)cc3)c2C#N)cc1
53: O=S1(=O)CCN(C2CC2)CC1
54: OC(c1ccccc1)C(NCc1ccccc1)c1ccccc1 (stereo not given)
55: O=C1C=CC(=O)N1c1ccccc1
56: CC(=O)CC(=O)Nc1ccc(Cl)cc1C
57: COCc1cnccc1NC1CCCCCC1
58: Cc1cccc(N2CCN(C3=NC(=O)/C(=C\c4cn[nH]c4-c4ccccc4)S3)CC2)c1
59: CCS(=O)(=O)N1CCCC(C(=O)Nc2nc3ccc(NC(=O)c4ccc(F)c(OC)c4F)cc3s2)C1 (stereo not given)
60: CN(C)Cc1cc(Cl)cc(Cl)c1O

assay / compound	51	52	53	54	55	56	57	58	59	60
A549/ATCC	100.8	104.6	100.2	101.4	102.3	93.9	96.3	84.0	77.4	104.0
UACC-257	99.2	103.8	97.0	109.5	96.9	99.6	99.5	103.2	37.4	104.1
M14	92.0	111.8	101.1	79.9	94.2	108.4	94.2	94.2	78.5	105.5
SK-MEL-5	99.6	99.7	103.4	107.8	105.7	103.4	100.5	89.9	-7.0*	102.1
UACC-62	90.6	102.1	105.6	90.3	93.2	97.5	98.7	91.1	58.2	88.7
MDA-MB-435	103.2	103.6	99.5	78.9	108.9	102.7	104.1	95.9	53.8	101.6
SK-MEL-28	104.3	106.8	101.1	101.1	117.1	113.2	109.6	96.4	78.6	111.1
SK-MEL-2	94.9	116.2	nt	120.2	102.7	100.3	106.8	95.7	61.1	100.3

# Among those listed so far, 11 have a Cl atom.
14: CC1=CN2C(=NC3=C(CCCC/C3=C\c3ccc(Cl)cc3)C2c2ccc(Cl)cc2)S1 (stereo not given)
23: CCN1CCN(C(C(=O)NCc2ccccc2)c2ccc(Cl)cc2)C(=O)c2ccccc2C1=O (stereo not given)
25: O=C(Nc1ccccc1[N+](=O)[O-])c1ccc(Cl)c(Cl)c1
26: Cc1ccc(C(=O)CSc2nnc(-c3ccc(-c4ccc(Cl)cc4)nc3C)o2)cc1
29: C=CCOC(=O)Oc1c(Cl)c(Cl)c(OC(=O)OCC=C)c(Cl)c1Cl
35: CNC(=O)CCN1CCN(CC/C=C2\c3ccccc3Sc3ccc(Cl)cc32)CC1
36: O=C1CC(c2cccc(Cl)c2)c2cnn(Cc3ccc4c(c3)OCO4)c2N1 (stereo not given)
43: COc1ccc(/C=N/C2=C(C#N)C(c3ccc(Cl)cc3)c3ccc4ccccc4c3O2)cc1 (stereo not given)
47: Cc1nc2sc(C(=O)Nc3ccc(Cl)cc3)c(N)c2cc1C(=O)c1ccccc1
56: CC(=O)CC(=O)Nc1ccc(Cl)cc1C
60: CN(C)Cc1cc(Cl)cc(Cl)c1O

assay / compound	14	23	25	26	29	35	36	43	47	56	60
A549/ATCC	97.3	84.2	104.5	106.4	92.2	-27.4*	59.6	102.8	85.8	93.9	104.0
UACC-257	103.7	95.7	90.8	118.3	102.1	-30.9*	nt	100.9	94.5	99.6	104.1
M14	110.0	100.7	101.3	98.2	96.9	81.3	95.4	102.2	103.7	108.4	105.5
SK-MEL-5	95.7	95.7	84.2	95.0	93.0	79.6	53.5	90.0	103.3	103.4	102.1
UACC-62	102.2	86.7	87.2	84.8	99.2	60.4	70.5	85.6	91.0	97.5	88.7
MDA-MB-435	109.8	106.4	101.8	103.2	98.4	72.3	96.9	101.0	100.0	102.7	101.6
SK-MEL-28	105.8	114.0	105.3	99.9	108.6	-51.5*	112.1	113.6	103.9	113.2	111.1
SK-MEL-2	96.0	99.7	95.6	112.4	107.4	28.5	79.6	96.3	105.4	100.3	100.3

# Assay outcomes deposited in PubChem by NCI.
